Source: PubChem BioAssay
NCI-60 one-dose screen, 48 h, at 10 µM unless noted. Numbers give growth in % (100 = growth as untreated, 0 = no growth, -100 = all killed).
M14 – M14 melanoma. 6.2% of 80,000 active. AID 1794745
EKVX – EKVX NSCLC | AID 1794765 | 3% of 71,000 active
A549/ATCC – A549/ATCC NSCLC. AID 1794740. 3.7% of 81,000 active
HOP-92 – HOP-92 NSCLC cells | AID 1794738 | 6.3% of 71,000 active
MDA-MB-435 – MDA-MB-435 melanoma. 7.8% of 82,000 active
HOP-62 – HOP-62 NSCLC; 3.9% of 80,000 active
CCRF-CEM – CCRF-CEM leukemia. 7% of 77,000 active
RPMI-8226 – RPMI-8226 leukemia cells; 7.5% of 77,000 active; AID 1794781
An asterisk follows results filed as active. Rule for the calls: active = growth percent below 10; inactive = the rest.

Results for Cc1ccc(NC(N)=S)cc1 ?
M14: 108; EKVX: 97; A549/ATCC: 110; HOP-92: 118; MDA-MB-435: 112; HOP-62: 105; CCRF-CEM: 104; RPMI-8226: 105

Results for CC(=O)OC[C@@]12CC[C@]3(C)[C@H](CC[C@@H]4[C@@]5(C)CC=C(OC(C)=O)C(C)(C)[C@@H]5CC[C@]43C)[C@H]1[C@@H](C)C(C)=C(C(C)=O)C2 ?
M14: 88; EKVX: 98; A549/ATCC: 99; HOP-92: 102; MDA-MB-435: 86; HOP-62: 95; CCRF-CEM: 90; RPMI-8226: 40

How did Cc1cc(C)n(-c2cn3c(-c4ccccc4)csc3n2)n1 do in these assays?
M14: 95; A549/ATCC: 99; HOP-92: 86; MDA-MB-435: 97; HOP-62: 91; CCRF-CEM: 95; RPMI-8226: 93

What do the screens show for `COc1ccc2nc3cc(Cl)ccc3c(NC(=O)CSc3ccc(Cl)cc3)c2c1`?
M14: -97*; EKVX: -62*; A549/ATCC: -69*; MDA-MB-435: -82*; HOP-62: -100*; CCRF-CEM: 1.2*; RPMI-8226: -41*

How did O=C(CC1Sc2ccccc2NC1=O)NNc1cccc(Cl)c1Cl (stereo not drawn) do in these assays?
M14: 112; EKVX: 91; A549/ATCC: 92; HOP-92: 24; MDA-MB-435: 95; HOP-62: 85; CCRF-CEM: 71

What do the screens show for `CC1(C)Cc2c(C#N)c(N)c3c(c2CO1)C(=O)OC3=O`?
M14: 98; EKVX: 100; A549/ATCC: 103; HOP-92: 114; MDA-MB-435: 98; HOP-62: 94; CCRF-CEM: 102; RPMI-8226: 101

What do the screens show for `C=C1C(=O)O[C@H]2[C@H]1CC/C(COC(=O)c1ccc(C(=O)O)s1)=C\CC[C@@]1(C)O[C@@H]21`?
M14: 23; EKVX: 34; A549/ATCC: 80; HOP-92: 1.0*; MDA-MB-435: 12; HOP-62: 75; CCRF-CEM: -29*; RPMI-8226: -26*

Results for SC(c1ccccc1)(c1ccccc1)c1ccccc1 ?
M14: 102; EKVX: 114; A549/ATCC: 93; HOP-92: 116; MDA-MB-435: 118; HOP-62: 105; CCRF-CEM: 112; RPMI-8226: 95

Results for OCc1[nH]nc2cc(Nc3ncc4ccc(Br)c(OC5CCC(O)CC5)c4n3)ccc12 (stereo not drawn) ?
M14: -59*; EKVX: -28*; A549/ATCC: 4.0*; HOP-92: 21; MDA-MB-435: -16*; HOP-62: 0.5*; CCRF-CEM: 0.2*; RPMI-8226: 3.2*

Results for CS(=O)(=O)Nc1cccc(-c2cc(-c3ccccc3Cl)c(C#N)c(N)n2)c1 ?
M14: 23; EKVX: 27; A549/ATCC: 29; MDA-MB-435: -46*; HOP-62: 46; CCRF-CEM: 21

How did COc1ccc(-c2c3c(nn2-c2ccc(S(N)(=O)=O)cc2)-c2ccc(OC)cc2CC3)cc1 do in these assays?
M14: 92; EKVX: 74; A549/ATCC: 67; HOP-92: 84; MDA-MB-435: 90; HOP-62: 104; CCRF-CEM: 87; RPMI-8226: 68

How did CCCCCCCC1CC(=O)OC1=O (stereo not drawn) do in these assays?
M14: 105; EKVX: 96; A549/ATCC: 94; HOP-92: 99; MDA-MB-435: 102; HOP-62: 92; CCRF-CEM: 102; RPMI-8226: 105

The closing six records of the section before are carried over, then new ones follow.
What do the screens show for `C=C1C(=O)O[C@H]2[C@H]1CC/C(COC(=O)c1ccc(C(=O)O)s1)=C\CC[C@@]1(C)O[C@@H]21`?
M14: 23; EKVX: 34; A549/ATCC: 80; HOP-92: 1.0*; MDA-MB-435: 12; HOP-62: 75; CCRF-CEM: -29*; RPMI-8226: -26*

Results for SC(c1ccccc1)(c1ccccc1)c1ccccc1 ?
M14: 102; EKVX: 114; A549/ATCC: 93; HOP-92: 116; MDA-MB-435: 118; HOP-62: 105; CCRF-CEM: 112; RPMI-8226: 95

Results for OCc1[nH]nc2cc(Nc3ncc4ccc(Br)c(OC5CCC(O)CC5)c4n3)ccc12 (stereo not drawn) ?
M14: -59*; EKVX: -28*; A549/ATCC: 4.0*; HOP-92: 21; MDA-MB-435: -16*; HOP-62: 0.5*; CCRF-CEM: 0.2*; RPMI-8226: 3.2*

Results for CS(=O)(=O)Nc1cccc(-c2cc(-c3ccccc3Cl)c(C#N)c(N)n2)c1 ?
M14: 23; EKVX: 27; A549/ATCC: 29; MDA-MB-435: -46*; HOP-62: 46; CCRF-CEM: 21

How did COc1ccc(-c2c3c(nn2-c2ccc(S(N)(=O)=O)cc2)-c2ccc(OC)cc2CC3)cc1 do in these assays?
M14: 92; EKVX: 74; A549/ATCC: 67; HOP-92: 84; MDA-MB-435: 90; HOP-62: 104; CCRF-CEM: 87; RPMI-8226: 68

How did CCCCCCCC1CC(=O)OC1=O (stereo not drawn) do in these assays?
M14: 105; EKVX: 96; A549/ATCC: 94; HOP-92: 99; MDA-MB-435: 102; HOP-62: 92; CCRF-CEM: 102; RPMI-8226: 105

How did CCOC(=O)C(COS(C)(=O)=O)(COS(C)(=O)=O)C(=O)OCC do in these assays?
M14: 104; EKVX: 102; A549/ATCC: 105; HOP-92: 86; MDA-MB-435: 104; HOP-62: 98; CCRF-CEM: 105; RPMI-8226: 110

Results for Cc1c(NC(=O)CCCN2C(=O)/C(=C/c3cn(C)c4ccccc34)SC2=S)c(=O)n(-c2ccccc2)n1C ?
M14: 104; EKVX: 92; A549/ATCC: 83; HOP-92: 101; MDA-MB-435: 92; HOP-62: 94; CCRF-CEM: 104; RPMI-8226: 102

How did CCn1c(O)c(C=Nc2ccccc2)s/c1=N/Nc1ncc(CC(=O)Nc2ccccc2C)s1 do in these assays?
M14: 109; EKVX: 97; A549/ATCC: 92; HOP-92: 91; MDA-MB-435: 110; HOP-62: 105; CCRF-CEM: 88; RPMI-8226: 93

What do the screens show for `CCOC(=O)c1ncc(-c2cc(F)c(F)c(F)c2)c(NC2CCCCCC2)n1`?
M14: 107; A549/ATCC: 95; HOP-92: 68; MDA-MB-435: 99; HOP-62: 100; CCRF-CEM: 97; RPMI-8226: 76

How did CCN(CC)CCCNC do in these assays?
M14: 107; EKVX: 110; A549/ATCC: 108; MDA-MB-435: 112; HOP-62: 111; CCRF-CEM: 96; RPMI-8226: 105

What do the screens show for `Cc1nc(Nc2ccc(Cl)cc2)c2cnn(-c3ccccc3)c2n1`?
M14: 100; EKVX: 91; A549/ATCC: 110; HOP-92: 95; MDA-MB-435: 95; HOP-62: 108; CCRF-CEM: 26; RPMI-8226: 108

What do the screens show for `COC(=O)C1=Nc2cc(OC)cc(OC)c2/C1=C\c1sc(=S)n(C(Cc2ccccc2)C(=O)O)c1O` (stereo not drawn)?
M14: 105; EKVX: 88; A549/ATCC: 97; HOP-92: 102; MDA-MB-435: 105; HOP-62: 110; CCRF-CEM: 100; RPMI-8226: 101

Results for COc1ccc(NC(=O)Nc2ccccc2F)cc1 ?
M14: 118; EKVX: 95; A549/ATCC: 100; HOP-92: 115; MDA-MB-435: 102; HOP-62: 103; CCRF-CEM: 103; RPMI-8226: 107

What do the screens show for `C=C(C)[C@@H]1CC=C2c3sc(-c4ccc5c(c4)OCO5)nc3C[C@@H](C)[C@]2(C)C1`?
M14: 99; EKVX: 101; A549/ATCC: 96; HOP-92: 97; HOP-62: 96; CCRF-CEM: 99

Results for N=c1n(Cc2ccccc2)c(N)cc(=O)n1Cc1ccccc1 ?
M14: 85; EKVX: 0.8*; A549/ATCC: -47*; HOP-92: 99; MDA-MB-435: 37; HOP-62: 27; CCRF-CEM: 21; RPMI-8226: 43

What do the screens show for `COC(=O)CC[C@@H]1O[C@@H](c2ccc(F)cc2)[C@@H](O)[C@H]1O`?
M14: 93; EKVX: 104; A549/ATCC: 112; HOP-92: 94; MDA-MB-435: 98; HOP-62: 104; CCRF-CEM: 107; RPMI-8226: 101

What do the screens show for `O=C(Nc1ccc(Nc2ncnc3sc4c(c23)CCCC4)cc1)Nc1cccc(Cl)c1`?
M14: 99; EKVX: 97; A549/ATCC: 74; HOP-92: 102; MDA-MB-435: 104; CCRF-CEM: 98; RPMI-8226: 106

Results for COC(=O)c1ccc(N(C(C)=O)c2cc(C(C)(C)C)[nH]n2)c(NC(C)=O)c1 ?
M14: 107; EKVX: 113; A549/ATCC: 95; MDA-MB-435: 104; HOP-62: 110; CCRF-CEM: 94; RPMI-8226: 98

What do the screens show for `OCCN(CCO)c1ccc2c(c1)Cc1cc(F)ccc1-2`?
M14: 95; EKVX: 84; A549/ATCC: 85; HOP-92: 97; MDA-MB-435: 106; HOP-62: 90; CCRF-CEM: 94; RPMI-8226: 102

How did COc1ccc(/C=C/C(=O)Nc2ccc(-c3nc4ccc(F)cc4s3)cc2)cc1 do in these assays?
M14: 102; EKVX: 85; A549/ATCC: 94; MDA-MB-435: 97; HOP-62: 109; CCRF-CEM: 81; RPMI-8226: 75

Results for C=CCSc1ccc(Br)cc1 ?
M14: 90; EKVX: 97; A549/ATCC: 72; HOP-92: 90; MDA-MB-435: 99; HOP-62: 88; CCRF-CEM: 82; RPMI-8226: 91

How did COc1ccc(-c2nnc(CNc3ccc(F)cc3)o2)cc1 do in these assays?
M14: 83; EKVX: 87; A549/ATCC: 77; HOP-92: 84; MDA-MB-435: 109; HOP-62: 71; CCRF-CEM: 106; RPMI-8226: 96

How did CCCCCCCCCCCCCCCCCCOc1ccccc1CC(=O)NCC[N+](C)(C)C do in these assays?
M14: 34; EKVX: 89; A549/ATCC: 41; HOP-92: -5.4*; MDA-MB-435: 73; HOP-62: 5.9*; CCRF-CEM: -5.4*; RPMI-8226: 18

How did Cc1ccc(/C=N/N2C(=O)c3ccccc3C2=O)cc1 do in these assays?
M14: 120; A549/ATCC: 97; MDA-MB-435: 95; HOP-62: 112; CCRF-CEM: 102; RPMI-8226: 105

What do the screens show for `CC(C)(C)C(C)(C)NC(=O)C(O)COC(=O)c1ccc(Cl)cc1` (stereo not drawn)?
M14: 103; EKVX: 101; A549/ATCC: 103; HOP-92: 95; MDA-MB-435: 101; HOP-62: 100; CCRF-CEM: 93; RPMI-8226: 105

Results for CNC(=O)Cn1nnc(C(=O)OC)c1COc1ccccc1 ?
EKVX: 102; A549/ATCC: 85; HOP-92: 93; MDA-MB-435: 104; HOP-62: 98; CCRF-CEM: 104; RPMI-8226: 102

How did O=c1oc2c(Cl)cc(Cl)cc2n1SC(Cl)(Cl)Cl do in these assays?
M14: 102; EKVX: 99; A549/ATCC: 100; HOP-92: 104; MDA-MB-435: 102; HOP-62: 92; CCRF-CEM: 106; RPMI-8226: 106

What do the screens show for `COc1cccc(/C=N/NC(=O)CSc2nc3ccccc3c(=O)n2Cc2ccc(S(N)(=O)=O)cc2)c1`?
M14: 101; EKVX: 96; A549/ATCC: 86; HOP-92: 108; MDA-MB-435: 91; HOP-62: 87; CCRF-CEM: 54; RPMI-8226: 43

How did O=c1c(C=Nc2ccc(Cl)cc2)c(O)n(-c2ccc(Cl)cc2)n1-c1ccc(Cl)cc1 do in these assays?
M14: 54; EKVX: 94; A549/ATCC: 64; HOP-92: 108; MDA-MB-435: 50; HOP-62: 56; CCRF-CEM: 78; RPMI-8226: 88

Results for S=c1ssnc1-c1cccs1 ?
M14: 94; EKVX: 104; A549/ATCC: 117; HOP-92: 80; MDA-MB-435: 84; HOP-62: 103; CCRF-CEM: 97; RPMI-8226: 97

What do the screens show for `C/C(=C(/C)C1CC1CCN(S(=O)(=O)c1ccc(C)cc1)S(=O)(=O)c1ccc(C)cc1)c1ccccc1` (stereo not drawn)?
M14: 91; EKVX: 68; A549/ATCC: 94; HOP-92: 86; MDA-MB-435: 96; HOP-62: 98; CCRF-CEM: 73; RPMI-8226: 76
